Screening data: PubChem, several laboratories
CIT2 TOR yeast: alters CIT2-GFP fluorescence in TOR pathway yeast screen | hit rate 0.065% among 320,000 | GFP response vs DMSO, % at 10 µM | S. cerevisiae CIT2-GFP strain, flow cytometry, 3 h; 100 means same as DMSO wells;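 active means GFP response relative to DMSO above a set limit, near the screen mean plus 3 SD, cut at about 150% in these data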;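 further: ratio of well median GFP fluorescence to mean of DMSO wells on the plate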
AGP1-GFP MLPCN: alters AGP1-GFP fluorescence in TOR pathway yeast screen | S. cerevisiae AGP1-GFP multiplex flow cytometry, 3 h; GFP as percent of DMSO wells | GFP response vs DMSO, % at 10 µM | hit rate 0.02% among 320,000 | AID 2066;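 active means GFP response relative to DMSO above a set limit, near screen average plus 3 SD, cut at about 150% in these data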;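 further: median GFP channel fluorescence of the gated AGP1 strain per well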
LAP4 TOR yeast: modulators of TOR pathway LAP4-GFP in S. cerevisiae; S. cerevisiae LAP4-GFP multiplex, flow cytometry GFP, 3 h; median GFP as percent of DMSO wells; GFP response vs DMSO, % at 10 µM; hit rate 0.34% among 320,000;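 active means GFP response vs DMSO above a set limit, about the screen mean plus 3 SD, cut at about 150% in these data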
MEP2 TOR yeast: modulators of TOR pathway MEP2-GFP in S. cerevisiae; hit rate 0.51% among 330,000; GFP response vs DMSO, % at 10 µM; AID 2016; S. cerevisiae MEP2-GFP strain, flow cytometry GFP, 3 h; 100% = DMSO control level;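 active means GFP response versus DMSO above a set limit, roughly screen mean plus 3 SD, cut at about 180% in these data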;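 further: median GFP fluorescence of the barcode-gated MEP2-GFP cells per well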
procasp3 activ: activators of human procaspase-3. P42574. activation, % at 8.5 µM. recombinant procaspase-3 D3A, Ac-DEVD-pNA absorbance 405 nm. AID 463141. hit rate 0.11% among 330,000;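 active means activation above the mean of all tested compounds plus 3 SD, cut at about 21% in these data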;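 further: 0% = DMSO alone and 100% = DMSO wells spiked with extra 5 µM PC-3 D3A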
Target sequence (P42574 whole entry D9A/D28A/D175A): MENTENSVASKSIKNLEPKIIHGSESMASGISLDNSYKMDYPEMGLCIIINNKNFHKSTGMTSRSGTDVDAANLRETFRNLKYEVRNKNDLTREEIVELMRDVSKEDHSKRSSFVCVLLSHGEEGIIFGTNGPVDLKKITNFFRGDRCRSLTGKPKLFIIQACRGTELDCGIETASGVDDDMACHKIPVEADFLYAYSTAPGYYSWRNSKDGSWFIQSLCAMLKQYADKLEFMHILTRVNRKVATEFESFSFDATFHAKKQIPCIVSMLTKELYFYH
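Compound: 8.5 µM single point, 0.8% DMSO / Material: Autoprocessing-dead procaspase-3 D3A mutant enzyme / Timing: 1 h preincubation plus 2 h reaction at 25 °C / Medium: Zinc-free HEPES/NaCl buffer with 0.01% Triton X-100 at pH 7.4 / Technique: 405 nm absorbance of p-nitroaniline, reads at 0 and 120 min / Repeats: one well per compound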
AHR activator: human AHR activation; AHR-responsive luciferase reporter cells, luminescence; hit rate 2.5% among 320,000; activation, % at 5 µM; P35869; in the data active means activation above about 47%;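 further: 0% = vehicle wells and 100% = reference agonist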
RPL19A TOR yeast: modulators of TOR pathway RPL19A-GFP in S. cerevisiae | S. cerevisiae RPL19A-GFP strain, flow cytometry, 3 h; stronger effect = lower value | percent response vs DMSO, % at 10 µM | hit rate 0.3% among 330,000 | AID 2025;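 active means percent response vs DMSO below 50%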;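 further: median channel GFP fluorescence of the barcoded RPL19A-GFP strain; ratio of sample median GFP to plate DMSO average so 100% = DMSO; lower means less RPL19A-GFP as with rapamycin TOR inhibition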
proCasp7 act: activates human procaspase-7, counter-screen for procaspase-3 activators. activation, % at 8.5 µM. recombinant procaspase-7, Ac-DEVD-pNA absorbance 405 nm; D23A/D198A/D206A triple mutant, cannot self-cleave; scale: DMSO 0, 5 µM enzyme 100. P55210. hit rate 0.093% among 330,000;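 active means percent activation above the screen-wide mean plus 3 SD, cut at about 25% in these data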
Target sequence (P55210 whole entry D23A/D198A/D206A): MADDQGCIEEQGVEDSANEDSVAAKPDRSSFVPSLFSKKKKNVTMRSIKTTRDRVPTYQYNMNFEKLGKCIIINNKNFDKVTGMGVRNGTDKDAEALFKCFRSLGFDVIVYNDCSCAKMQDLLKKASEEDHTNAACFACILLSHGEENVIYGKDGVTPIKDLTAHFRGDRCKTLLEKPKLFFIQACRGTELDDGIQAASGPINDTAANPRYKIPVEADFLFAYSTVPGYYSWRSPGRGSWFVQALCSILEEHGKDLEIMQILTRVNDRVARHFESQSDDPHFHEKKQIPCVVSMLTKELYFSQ
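System: Procaspase-7 triple mutant (PC-7 D3A); measure: % activation from two-timepoint absorbance difference, scaled to controls; times: 1 h compound preincubation, 2 h substrate cleavage, 25 °C; also added: Ac-DEVD-pNA substrate, 400 µM as added; measured by: Epi-absorbance of released pNA at 405 nm, two timepoints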
The depositor's hits bear a star; nt = no result given.

The opening two entries, ahead of the listing:
SMILES	CIT2 TOR yeast	AGP1-GFP MLPCN	LAP4 TOR yeast	MEP2 TOR yeast	procasp3 activ	AHR activator	RPL19A TOR yeast	proCasp7 act
NC(=O)COc1cccc(/C=N/NC(=O)c2ccc(-n3cccc3)cc2)c1	93	105	115	97	2	21	98	12
C(=N\n1cncn1)/c1ccc(N2CCOCC2)cc1	104	111	106	105	3	4	104	1

The list itself (from the top)
SMILES	CIT2 TOR yeast	AGP1-GFP MLPCN	LAP4 TOR yeast	MEP2 TOR yeast	procasp3 activ	AHR activator	RPL19A TOR yeast	proCasp7 act
NC(=O)COc1cccc(/C=N/NC(=O)c2ccc(-n3cccc3)cc2)c1	93	105	115	97	2	21	98	12
C(=N\n1cncn1)/c1ccc(N2CCOCC2)cc1	104	111	106	105	3	4	104	1
Cc1ccc(S(=O)(=O)c2c(CO)c(-c3ccccc3)nn2C)cc1	92	101	114	95	-2	1	100	-3
Cc1ccc(C)c(NC(=S)N2CCC(c3nc4ccccc4s3)CC2)c1	95	90	95	98	5	-6	94	-6
CCOC(=O)c1cnc2ccccc2c1NCCO	99	103	95	98	-5	10	96	8
OC(COc1ccc2c(c1)CCC2)Cn1cnc2ccccc21 (stereo not drawn)	91	102	95	101	-1	23	100	6
O=C1C2C3C=CC(C3)C2C(=O)N1CCc1ccccc1 (stereo not drawn)	99	101	106	109	-5	-2	97	7
COC(=O)C1CCN(C(=O)COC(=O)CC(NC(N)=O)c2ccc(Cl)cc2)CC1 (stereo not drawn)	103	104	111	103	1	2	99	4
CCOCCCNC(=O)c1cc2c(=O)n3cccc(C)c3nc2n1C	102	101	97	106	1	-7	98	3
CCOc1ccc(NC(=O)C2CCCN(C)C2)cc1 (stereo not drawn)	107	108	93	100	-3	-1	104	2
COc1cccc(NC(=O)N(Cc2cc3cc(C)cc(C)c3[nH]c2=O)CC2COCCO2)c1 (stereo not drawn)	86	89	89	87	0	21	92	-1
COc1ccc(-c2c(C)c3cc(O)ccc3oc2=O)cc1	97	110	106	104	-10	1	100	-4
Nc1c(C(=O)O)cnc2c(-c3ccc(Cl)cc3)cnn12	104	99	107	107	1	98*	86	6
Cc1nc(CCNC(=O)Cc2ccc(F)cc2)cs1	117	112	126	99	-3	0	107	9
COc1ccc(Nc2cc(C(=O)NCc3ccccn3)c3ccccc3n2)c(OC)c1	95	98	88	101	-9	23	105	0
CCNC(=O)COC(=O)c1cc(S(=O)(=O)N2CCCCC2)ccc1C	108	106	106	109	2	2	101	-4
CCOc1ccc(N2C(=O)/C(=C/c3ccco3)N(C)C2=S)cc1	97	92	91	97	-4	-1	98	-6
Cc1cccc(N2CCN(C(=O)CN3CCOc4ccccc43)CC2C)c1 (stereo not drawn)	106	102	99	104	2	0	101	0
CC(=O)c1ccc(NC(=O)COC(=O)c2ccccc2Nc2ccccc2)cc1	105	102	96	104	-1	1	102	4
Cc1ccc(Cl)c2c1=NC(=O)C=2c1[nH]c(=S)[nH]c1O	87	nt	98	93	-10	14	94	-16
CCn1c2ccccc2c2cc(/C=N/NC(=O)c3ccncc3)ccc21	87	95	102	102	2	9	94	3
Cc1ccc(NC(=O)C2CC(=O)N(C(C)c3ccccc3)C2)cc1 (stereo not drawn)	88	87	90	98	1	1	89	11
CS(=O)(=O)N(CC(=O)N1CCCCC1)c1cccc(F)c1	96	92	97	103	-6	-2	95	-6
CCOc1ccccc1N(C)S(=O)(=O)c1ccc2c(c1)CCN2C(=O)CCC(=O)O	100	107	103	101	-1	2	102	-9
CCOC(=O)c1nnn(-c2ccc([N+](=O)[O-])cc2)c1C	83	88	85	87	-6	-1	99	6

Quoted from the results shown, 5 compounds:
SMILES	CIT2 TOR yeast	AGP1-GFP MLPCN	LAP4 TOR yeast	MEP2 TOR yeast	procasp3 activ	AHR activator	RPL19A TOR yeast	proCasp7 act
CCn1c2ccccc2c2cc(/C=N/NC(=O)c3ccncc3)ccc21	87	95	102	102	2	9	94	3
Cc1ccc(NC(=O)C2CC(=O)N(C(C)c3ccccc3)C2)cc1 (stereo not drawn)	88	87	90	98	1	1	89	11
CS(=O)(=O)N(CC(=O)N1CCCCC1)c1cccc(F)c1	96	92	97	103	-6	-2	95	-6
CCOc1ccccc1N(C)S(=O)(=O)c1ccc2c(c1)CCN2C(=O)CCC(=O)O	100	107	103	101	-1	2	102	-9
CCOC(=O)c1nnn(-c2ccc([N+](=O)[O-])cc2)c1C	83	88	85	87	-6	-1	99	6

(more compounds)
SMILES	CIT2 TOR yeast	AGP1-GFP MLPCN	LAP4 TOR yeast	MEP2 TOR yeast	procasp3 activ	AHR activator	RPL19A TOR yeast	proCasp7 act
CCN1CCN(C(=O)c2cc(COc3c(C)cccc3C)on2)CC1	98	102	88	104	-4	-2	102	3
COc1ccc(OC)c(S(=O)(=O)N2CCN(C34CC5CC(CC(C5)C3)C4)CC2)c1	103	106	97	104	-2	1	99	14
C=CCSc1ncc(-c2ccccc2)cn1	108	104	107	106	-5	-4	94	3
CC1Sc2ccc(S(=O)(=O)CCC(=O)N3CCc4ccccc43)cc2NC1=O (stereo not drawn)	100	103	108	99	5	12	98	0
CCOC(=O)c1ccc(N=C2C(=S)N(c3ccc(C(=O)OCC)cc3)C(=N)N2/N=C/c2ccccc2)cc1	105	106	105	95	0	3	99	-5
O=C(CN1C(=O)CSc2ncccc21)N1CCOCC1	93	94	100	105	1	2	100	4
O=C1C(=O)N(CCCN2CCOCC2)C(c2ccc([N+](=O)[O-])cc2)/C1=C(\O)c1ccc2c(c1)OCCO2 (stereo not drawn)	103	95	96	96	-1	-4	96	-29
Cc1ccc(NC(=O)c2cc(S(=O)(=O)N3CCC4(CC3)OCCO4)ccc2F)cc1	97	102	115	105	-10	-1	96	-3
O=C(c1ccco1)N1CCN(C(=O)C2CCCN(S(=O)(=O)c3cccc4nsnc34)C2)CC1 (stereo not drawn)	104	96	101	99	2	-1	96	-9
O=C(CSc1nnc(Cc2ccccc2)n1-c1ccc(F)cc1)N1CCOCC1	98	96	88	94	0	-2	96	7
COc1ccccc1Nc1ccc(S(=O)(=O)N2CCCCC2)cc1[N+](=O)[O-]	101	98	91	105	-12	3	102	0
O=C1CC(c2ccccc2)CC(O)=C1C=Nc1ccc(Cl)cc1 (stereo not drawn)	84	85	90	96	9	55*	97	-5
CCOC(=O)c1c(NC(=O)c2ccc(Cl)s2)sc(C)c1C	95	96	101	113	2	3	96	12
Cc1cccc(N2C(=O)NC3(CCCCC3)C2=O)c1	90	96	99	99	2	20	97	-7
CCOC(=O)C1=C(C)Nc2sc(C(=O)c3ccc(C)cc3)c(N)c2C1c1ccc(C(=O)OC)cc1 (stereo not drawn)	90	95	97	96	-33	5	97	-37
Nc1cc(=O)[nH]c(=O)n1CCCc1ccccc1	100	98	87	103	2	-2	100	10
CC(NC(c1ccccc1)c1ccccc1)C(=O)N1CCCc2ccccc21 (stereo not drawn)	95	92	90	97	-6	0	95	-2
CCOc1ccccc1N1CCN(C(=O)c2c(-c3c(F)cccc3Cl)noc2C)CC1	104	106	95	110	-11	10	110	-7
CCN(CC)c1ccc(/C=N/NC(=O)Nc2ccccc2)cc1	93	97	97	95	2	38	94	1
CCc1c(OC(C)=O)c2ccccc2n(C)c1=O	112	111	109	114	2	2	109	-7
O=C(NC1CCCc2ccccc21)c1ccc([N+](=O)[O-])cc1 (stereo not drawn)	91	104	99	105	6	-1	107	-12
O=C(COC(=O)c1ccc(F)c(S(=O)(=O)N2CCOCC2)c1)c1ccccc1	97	102	104	99	-9	-1	99	-5
COc1ccc2c(c1)c(=O)oc1c(C)c(OC(C)C(=O)N[C@@H](Cc3c[nH]c4ccc(O)cc34)C(=O)O)ccc12 (stereo partly drawn)	96	103	106	107	1	0	94	9

Quoted from the listing.
MEP2 TOR yeast result of `CCOC(=O)C1=C(C)Nc2sc(C(=O)c3ccc(C)cc3)c(N)c2C1c1ccc(C(=O)OC)cc1` (stereo not drawn) reads 96
AGP1-GFP MLPCN result of `COc1ccc2c(c1)c(=O)oc1c(C)c(OC(C)C(=O)N[C@@H](Cc3c[nH]c4ccc(O)cc34)C(=O)O)ccc12` (stereo partly drawn) reads 103
proCasp7 act result of `CC(NC(c1ccccc1)c1ccccc1)C(=O)N1CCCc2ccccc21` (stereo not drawn) reads -2
AHR activator result of `Nc1cc(=O)[nH]c(=O)n1CCCc1ccccc1` reads -2

AHR activator: hit marks shown above.
| mol | CIT2 TOR yeast | AGP1-GFP MLPCN | LAP4 TOR yeast | MEP2 TOR yeast | procasp3 activ | AHR activator | RPL19A TOR yeast |
| --- | --- | --- | --- | --- | --- | --- | --- |
| Nc1c(C(=O)O)cnc2c(-c3ccc(Cl)cc3)cnn12 | 104 | 99 | 107 | 107 | 1 | 98* | 86 |
| O=C1CC(c2ccccc2)CC(O)=C1C=Nc1ccc(Cl)cc1 (stereo not drawn) | 84 | 85 | 90 | 96 | 9 | 55* | 97 |

No enrichment for hits. Share with any hit: about 3.5%.
